FN deposition inh – fibronectin deposition inhibition. AH1F fibroblasts, Alexa488-fibronectin deposition fluorescence, overnight. inhibition, % at 12.6 µM. actives 0.086% (n = 350,000). AID 743247;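 active means mean inhibition across replicates of 30% or more, regardless of how many single replicates reach that level; inconclusive means mean under 30% yet at least half of replicates reach 30%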;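 further: positive control wells lacked labelled fibronectin entirely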
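Test system: AH1F fibroblast monolayer depositing Alexa488-labelled fibronectin into matrix. Input: 10000 cells per well. Technique: fluorescence, ex 485 nm, em 525 nm. Buffer or medium: DMEM plus 2% serum, read in PBS. Timing: 1 h cell adhesion before compound, then overnight fibronectin incubation. Compound: single dose, pinned. Read-out basis: inhibition from reduced deposited-fibronectin fluorescence.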
S100A4 MyoIIA – S100A4-myosin IIA interaction inhibition; S100A4/TAMRA-MyoIIA peptide fluorescence polarization; P26447; AID 652163; inhibition, % at 10.7 µM; actives 0.14% (n = 360,000);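 active means mean inhibition of at least 70% across replicates, with every replicate also reaching that level; inconclusive means mean inhibition reaches 70% but some replicates fall short; inactive means mean inhibition below 70%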
Target sequence (P26447 whole entry, looked up): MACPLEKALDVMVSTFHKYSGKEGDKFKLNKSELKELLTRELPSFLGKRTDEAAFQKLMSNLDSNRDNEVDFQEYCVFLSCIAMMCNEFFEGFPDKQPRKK
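Test system: S100A4 monomer protein. Medium: HEPES buffer with Ca2+, pH 7.2. Reagent: fluorescent myosin IIA peptide, 5 nM. Compound dosing: single-point compound testing. Timing: 5 min between mix addition and reading. Benchmarks: DMSO neutral and TFP positive wells.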
esBAF inh – blocks esBAF chromatin remodeling in mouse ES cells; Bmi1-luciferase knock-in reporter, 24 h; 100% = twice the neutral-well signal; reporter increase, % at 12.5 µM; actives 2% (n = 350,000); in the data active means activation above about 40%; inconclusive means no clear call, values can overlap the other calls;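 further: 0% = median of the plate's neutral control wells and 100% = double that signal; a rise in the Bmi1 reporter signal indicates esBAF inhibition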
LGR2 inh – blocks bursicon-induced cAMP signaling via Drosophila LGR2 | actives 0.35% (n = 380,000) | inhibition, % at 9.99 µM | HEK293 LGR2, CRE-luciferase, bursicon-stimulated, 4 h;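 active means drop in luminescence signal, shown as inhibition above about 50% in the replicate tests, limit read from the data, passing the limit was not always enough; inconclusive means probably only some replicates passing the limit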;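 further: agonist challenge used bursicon conditioned medium at about half maximal strength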
Casp6 inh – blocks human caspase-6 cleavage activity | purified caspase-6, Z-VEID-R110 cleavage fluorescence | P55212 | AID 686996 | actives 0.53% (n = 350,000) | inhibition, % at 12.5 µM;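 active means mean inhibition across replicates at least about 35%, with every replicate also reaching that limit, limit read from the data; inconclusive means only one of the two criteria met; inactive means neither criterion met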;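 further: 0% = median of neutral control wells and 100% = no fluorescence left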
Target sequence (P55212 24-179 limits assumed): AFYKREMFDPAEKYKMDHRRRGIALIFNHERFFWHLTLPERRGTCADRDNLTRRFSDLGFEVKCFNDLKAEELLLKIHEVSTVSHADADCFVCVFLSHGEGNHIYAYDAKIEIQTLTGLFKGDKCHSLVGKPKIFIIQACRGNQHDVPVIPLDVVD
Target sequence (P55212 194-293 limits assumed): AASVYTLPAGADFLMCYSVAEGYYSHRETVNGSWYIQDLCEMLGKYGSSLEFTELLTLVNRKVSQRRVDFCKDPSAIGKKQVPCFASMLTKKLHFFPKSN
C2C12 statin – protects C2C12 myotubes from simvastatin toxicity | ATP luminescence, 48 h; scaled: DMSO 0, geranylgeraniol control 100 | rescue of ATP level, % at 7.49 µM | actives 0.78% (n = 330,000) | AID 602340;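 active means mean ATP rescue above about 67%, or every replicate alone reaching that limit, limit read from the data, passing the limit was not always enough; inconclusive means no clear call, values can overlap the other calls; inactive means mean under the limit and some replicate under it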;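 further: myotubes were challenged with 10 µM simvastatin during compound exposure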
SIRT5 inh – inhibitors of human sirtuin-5 desuccinylase. inhibition, % at 15 µM. actives 1.1% (n = 330,000). Purified SirT5, succinyl-peptide AMC, trypsin-coupled fluorescence. Q9NXA8; in the data active means inhibition above about 15%; inconclusive means no clear call, values can overlap the other calls
Target sequence (Q9NXA8 whole entry, looked up): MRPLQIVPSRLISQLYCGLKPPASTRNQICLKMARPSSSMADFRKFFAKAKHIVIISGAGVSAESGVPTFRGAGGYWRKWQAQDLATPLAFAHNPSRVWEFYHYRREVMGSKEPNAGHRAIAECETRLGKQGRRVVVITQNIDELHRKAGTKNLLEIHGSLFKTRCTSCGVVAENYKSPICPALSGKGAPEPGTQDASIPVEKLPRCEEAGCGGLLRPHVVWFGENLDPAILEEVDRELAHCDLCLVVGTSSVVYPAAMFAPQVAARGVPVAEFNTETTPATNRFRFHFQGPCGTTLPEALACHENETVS
* = called active by the depositor; u = inconclusive; x = not tested or not shown.

SMILES	FN deposition inh	S100A4 MyoIIA	esBAF inh	LGR2 inh	Casp6 inh	C2C12 statin	SIRT5 inh
C[C@@H]1CN([C@@H](C)CO)C(=O)c2cc(NC(=O)CCN3CCOCC3)ccc2O[C@@H]1CN(C)CC1CCCCC1	-4	-9	-3	-6	0	22	0
CC(=O)c1ccc(NC(=O)c2sc3nc(C)c(C)c(C)c3c2N)cc1	-2	1	u	-25	1	-10	-3
CCn1c(=N)c(C(=O)NCCCOC)cc2c(=O)n3cccc(C)c3nc21	6	x	2	x	x	-6	x
Cc1ccc2c(c1)N(S(=O)(=O)c1ccc(CN3C(=O)c4cccnc4C3=O)s1)CCO2	14	-8	0	23	-1	1	-1
CN1CCN(NC(=O)/C=C/c2ccc(C(C)(C)C)cc2)CC1	0	0	-7	-7	-10	-15	0
CC(=O)N[C@H]1C[C@@H]2O[C@@H](CO)CC[C@@H]2O[C@@H]1CCc1ccc(C#CC2(O)CCCC2)cc1	x	-3	x	x	0	x	-2
O=C(c1ccccn1)C1CCCN(Cc2nc(Cc3cccc(F)c3)no2)C1 (stereo not given)	-7	23	-3	-2	0	24	1
c1ccc(CNc2nc(-c3cccnc3)nc3ccccc23)cc1	5	-27	-3	-4	0	-3	1
Cc1ccc(NC(=O)c2nc[nH]c2C(=O)NCCCCNC(=O)c2[nH]cnc2C(=O)Nc2ccc(C)cc2)cc1	12	1	9	2	6	-12	x
C[C@H]1CN([C@@H](C)CO)C(=O)c2ccccc2-c2ccccc2CO[C@@H]1CN(C)C(=O)Nc1ccccc1C(F)(F)F	5	-33	-1	-9	1	24	21*
CCN(C(=O)CN1CCN(c2ccccc2F)CC1)c1c(N)n(Cc2ccccc2)c(=O)[nH]c1=O	3	4	x	1	0	x	2
COc1ccc(C2CCCN2C(=S)Nc2c(C)cccc2C)cc1OC (stereo not given)	5	-4	x	-9	-5	x	1
Cc1ccc(COc2ccc(-c3nnco3)cc2)cc1	1	-4	u	-84	1	-7	-5
N#Cc1ccc(C(=O)N2CCN(c3ncccn3)CC2)cc1	-1	-4	-11	-15	4	5	-5
COc1ccc(Cl)cc1S(=O)(=O)N1CCC(O)(c2ccc(Cl)cc2)CC1	5	-1	x	-15	0	x	1
O=C(CC1C(=O)NCCN1Cc1ccc(-c2ccccc2)cc1)NCCc1ccccn1 (stereo not given)	x	2	x	39	-2	x	0
Cc1cc(C(=O)CN2C(=O)NC(C)(CC(C)C)C2=O)c(C)n1-c1ccc2c(c1)OCO2 (stereo not given)	8	-1	20	-67	6	-4	-1
COc1cccc(CN(C)C(=O)c2ccc(S(=O)(=O)Nc3cccc(C)c3C)cc2)c1OC	-5	6	0	x	2	-4	17*
Cc1noc(C)c1S(=O)(=O)Nc1ccc2c(c1)CC(=O)N([C@H](C)CO)C[C@@H](C)[C@@H](CN(C)Cc1ccc(Cl)c(Cl)c1)O2	5	3	2	-16	-1	97*	4
CC(=O)Nc1ccc(C2=NN(c3ccccc3)C(c3cccs3)C2)cc1 (stereo not given)	x	-9	x	-39	-3	x	0
CCOC(=O)C1(Cc2cccc(OC)c2)CCCN(C(=O)c2ccc(OC)o2)C1 (stereo not given)	5	-10	80*	-56	1	-1	-3
Cc1nn(C)c(C)c1NC(=O)CSc1nc(C2CC2)nc2c1cnn2-c1ccccc1	11	x	-5	x	x	12	x
CN1[C@H](C(=O)NCc2ccc(F)cc2)[C@@H](CO)[C@@H]2Cn3c(ccc(-c4ccccc4F)c3=O)[C@@H]21	x	5	-3	2	-1	15	0
COc1ccc(C(=O)NC2CC(C)(C)NC(C)(C)C2)cc1S(=O)(=O)N1CCOCC1	7	-3	-2	7	-2	9	-3
Cc1ccc(S(=O)(=O)NCC[C@H]2CC[C@H](NC(=O)c3cnccn3)[C@@H](CO)O2)cc1	x	22	-1	-5	-3	-3	13
O=C(NNC(=S)Nc1cccc(Cl)c1)c1ccccc1	x	7	u	-40	-2	5	1
Cc1ccc(S(=O)(=O)CC(=O)Nc2c(C)n(C)n(-c3ccccc3)c2=O)cc1	3	-19	x	-5	2	x	-1
CC(=O)Nc1cccc(Nc2cc(C)nn2C)c1	-13	-1	-7	-11	-3	-15	0
COCC#Cc1ccc2c(c1)O[C@H](CN(C)C(=O)c1ccccc1F)[C@H](C)CN([C@@H](C)CO)S2(=O)=O	-5	x	-15	-7	x	8	x
CO[C@H]1CN(C)C(=O)c2ccc(NC(=O)C3CC3)cc2OC[C@H](C)N(CC2CCOCC2)C[C@H]1C	2	8	1	12	3	-2	-1
COCCOc1cc(N)c(Cl)cc1Cl	2	-2	2	13	1	-5	6
Cc1ccccc1NC(=O)c1cc(N)ccc1N1CCCCC1	-11	x	-4	-6	x	9	x
C[C@@H]1CN([C@@H](C)CO)C(=O)c2cccc(NC(=O)c3cnccn3)c2O[C@H]1CN(C)C(=O)NC1CCCCC1	-1	-4	3	2	-1	11	-1
O=C(C[C@@H]1CC[C@@H](NC(=O)c2ccncc2)[C@@H](CO)O1)NCC1CC1	-1	1	0	-7	1	-6	-4
Cc1noc(C)c1NC(=O)N[C@@H]1CC[C@H](CCNC(=O)C2CC2)O[C@@H]1CO	-12	-24	-3	6	4	2	1
CN(C)S(=O)(=O)Nc1ccc(NS(=O)(=O)N(C)C)c(S(=O)(=O)c2ccccc2)c1	6	x	-5	x	x	-5	x
CCCCCCCCN1C(=O)[C@@H](CC(=O)NCc2ccc(OC)c(OC)c2)C[C@@]2(C(=O)OC)C1=C[C@H](C(C)(C)C)O[C@@H]2C	2	-4	x	9	-3	x	x
Cc1cccc(OCCC(=O)N(C)CC(=O)Nc2cccc3ccccc23)c1	10	-5	x	-1	3	x	-3
CCCc1c(C(=O)N/N=C(\CC)c2ccccc2)nnn1-c1nonc1N	3	7	-1	-2	-3	-2	-2
C[C@@H]1CN([C@H](C)CO)C(=O)Cc2cc(NS(=O)(=O)c3cccs3)ccc2O[C@@H]1CN(C)C(=O)Nc1ccc(F)cc1	x	-18	-2	5	-1	11	-2
N/C(=N\OC(=O)c1ccco1)c1ccc(Cl)cc1	1	3	u	-59	0	-4	-2
CCN(CC1CCCO1)C(=O)CCc1nnc(CCc2ccccc2OC)o1 (stereo not given)	-3	20	3	-19	-5	-1	-6
O=C(CSc1ncn[nH]1)Nc1nc(-c2ccccc2)ns1	x	x	20	-24	x	0	x
C[C@@H]1CCCCO[C@H](CN(C)S(=O)(=O)c2ccc(Cl)cc2)[C@@H](C)CN([C@@H](C)CO)C(=O)c2cc(NS(=O)(=O)c3ccccc3)ccc2O1	-6	-2	x	19	1	x	11
CN(C)S(=O)(=O)n1cc(/C=C(\NC(=O)c2ccccc2Cl)C(=O)N2CCOCC2)c2ccccc21	4	-1	-3	10	-2	-2	-3
Cc1ccc(OCc2nnc(SC(C)C(=O)O)n2-c2ccccc2)cc1 (stereo not given)	3	0	5	7	-1	-3	-2
Cn1c(=O)c2c(nc(N3CCCCCC3)n2CC(=O)c2ccccc2)n(C)c1=O	-15	x	1	x	x	1	x
COC(=O)Cc1ccc(NC(C)=O)cc1	11	0	-6	11	-3	-9	x

Five structures out of the list, sorted by molar mass, low to high:
SMILES	FN deposition inh	S100A4 MyoIIA	esBAF inh	LGR2 inh	Casp6 inh	C2C12 statin	SIRT5 inh
Cc1ccc(OCc2nnc(SC(C)C(=O)O)n2-c2ccccc2)cc1 (stereo not given)	3	0	5	7	-1	-3	-2
Cc1cccc(OCCC(=O)N(C)CC(=O)Nc2cccc3ccccc23)c1	10	-5	x	-1	3	x	-3
CCN(CC1CCCO1)C(=O)CCc1nnc(CCc2ccccc2OC)o1 (stereo not given)	-3	20	3	-19	-5	-1	-6
CN(C)S(=O)(=O)n1cc(/C=C(\NC(=O)c2ccccc2Cl)C(=O)N2CCOCC2)c2ccccc21	4	-1	-3	10	-2	-2	-3
CCCCCCCCN1C(=O)[C@@H](CC(=O)NCc2ccc(OC)c(OC)c2)C[C@@]2(C(=O)OC)C1=C[C@H](C(C)(C)C)O[C@@H]2C	2	-4	x	9	-3	x	x

Further records follow:
SMILES	FN deposition inh	S100A4 MyoIIA	esBAF inh	LGR2 inh	Casp6 inh	C2C12 statin	SIRT5 inh
CN(C)S(=O)(=O)c1cccc(N=C2SCCN2Cc2ccccc2)c1	4	0	x	19	4	x	-5
CCC(=O)NCCc1nc2cc(NC(=O)c3ccccc3OC)ccc2n1C	-3	x	u	-13	x	-10	x
C[C@@H]1CN([C@@H](C)CO)C(=O)c2cccc(NS(=O)(=O)c3cn(C)cn3)c2O[C@@H]1CN(C)Cc1ccccc1	x	2	3	9	-1	-15	10
C[C@@H]1CCCCO[C@H](CN(C)Cc2ccc(C(F)(F)F)cc2)[C@@H](C)CN([C@H](C)CO)C(=O)c2cc(NS(=O)(=O)c3ccccc3)ccc2O1	-1	-5	-1	28	-4	x	2
O=C(Cc1ccccc1)Nc1ccc(SC(F)F)cc1	0	-6	x	-63	-1	x	-1
COc1cc(OC)c(OC)cc1NC(=O)CC1COc2ccccc2O1 (stereo not given)	-6	x	2	x	x	-11	x
CC(C)NC(=O)Nc1cccc2c1O[C@H](CN(C)S(C)(=O)=O)[C@H](C)CN([C@@H](C)CO)C2=O	10	9	-4	-1	x	0	x
CCOC(=O)c1cc(-c2ccc(F)cc2)n(CC(=O)NCc2ccccn2)c1C	-7	5	x	-3	-2	x	-3
CCCCC(=O)NC(c1ccco1)c1cc(Cl)c2cccnc2c1O (stereo not given)	4	1	-10	30	2	-14	1
O=C(COc1ccc(F)cc1)Nc1ccccc1N1CCOCC1	0	-4	7	21	0	-4	0
Cc1ccc(/C=C(\C#N)C(=O)NCCN2CCOCC2)cc1	-7	-5	x	1	1	x	-3
c1ccc2c(c1)C(=NCC1CCCO1)NC2=NCC1CCCO1 (stereo not given)	x	-6	0	-5	4	8	0
CC(C)N=C(N)N=C(N)Nc1ccc(Cl)cc1	-1	5	-14	-10	1	-21	-2
COc1ccc(NC(=O)Nc2ccc3c(c2)C(=O)N([C@H](C)CO)C[C@@H](C)[C@@H](CN(C)C(=O)NC(C)C)O3)cc1	0	6	5	-14	2	-1	0
O=S(=O)(Nc1nc2ccccc2nc1Cl)c1ccc2c(c1)OCCO2	x	-1	x	-13	2	x	x
O=c1[nH][nH]c2c1[C@H](CCc1cccc(Cl)c1)O[C@H](C1CCCC1)C2	10	-13	x	0	-2	x	0
N#Cc1c2ccc([N+](=O)[O-])cc2[n+]([O-])n1-c1ccccc1	x	1	-24	12	1	7	-1
CN1C(=O)/C(=C\C=C2/CCCN2C)N(C)C1=S	1	-10	12	-41	-7	-6	-5
CCCCc1c(O)nc(SCC(=O)c2ccccc2)n(-c2ccccc2)c1=O	-4	-13	x	-13	0	x	-3
Cc1c(C(=O)Nc2ccc(F)cc2)c2ccccn2c1CCc1ccncc1	2	-9	x	31	1	x	1
CCOC(=O)N1CCN(CCC(=O)Nc2ccc(Br)c(C)c2)CC1	13	0	-5	-14	-5	5	-4
C[C@H]1CN([C@@H](C)CO)C(=O)Cc2cc(NS(=O)(=O)c3ccc(F)cc3)ccc2O[C@@H]1CN(C)C(=O)Nc1cccc2ccccc12	-17	1	3	4	-1	17	6
CC(=O)c1ccc(OCCCC(=O)N(CCC2=CCCCC2)c2c(N)n(Cc3ccccc3)c(=O)[nH]c2=O)cc1	-1	-10	x	14	-3	x	-1
Cc1ccc(C)c(N/C(N)=N/c2nc(C)cc(C)n2)c1	x	0	-4	23	-3	-52	2
NC(=O)c1cc([N+](=O)[O-])ccc1NCc1cccc2ccccc12	-9	-22	13	-3	-1	10	-2
CCOc1ccc(NC(=O)Nc2ccc3c(c2)CCC3)cc1	x	-3	13	-13	0	-23	0
COc1ccc(OCCCC(=O)NC(C)c2ccccc2)cc1 (stereo not given)	x	x	1	20	x	13	x

Source: PubChem

This is a subset; rates above refer to the full screens.
